Compound activity deposited in PubChem BioAssay by several laboratories.
Scp1 inh – Scp-1 (human) phosphatase inhibition; 0.88% of 340,000 active; AID 493091; inhibition, % at 20 µM; Recombinant Scp1, phosphopeptide, malachite green phosphate absorbance;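 active = inhibition above about 50% at 20 µM, limit read from the data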;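 also: plate controls were DMSO wells with enzyme for no effect and wells lacking enzyme for full effect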
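Material – SCP-1 phosphatase catalytic domain, residues 76-261 · Buffer or medium – Acidic Tris acetate buffer with magnesium and detergent · Also added – Phospho 17-mer peptide substrate · Compound – single 20 µM dose, 1% DMSO · Times – 45 min room-temperature reaction, 5 min colour, 30 min stabiliser · Technique – Phosphate-binding colour reagent, absorbance read at 630 nm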
E coli Lon inh – inhibitors of E. coli Lon protease; purified E. coli Lon protease, fluorescence polarization; inhibition, % at 7.94 µM; 0.42% of 360,000 active; in the data active = inhibition above about 13%, passing the limit was not always enough;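 also: 0% = enzyme with probe and DMSO and 100% = no enzyme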
MsrA act – activates bovine MsrA enzyme. AID 602163. activation, % at 10.6 µM. purified bovine MsrA, absorbance read-out. 0.3% of 360,000 active; in the data active = activation above about 7.5%;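 also: 0% = vehicle and 100% = reference activator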
STEP inh – blocks human striatal-enriched tyrosine phosphatase; P54829; inhibition, % at 20 µM; recombinant STEP, OMFP fluorogenic substrate, fluorescence; 0.25% of 360,000 active; AID 588621;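 active = inhibition at 20 µM, scaled per plate between control wells, above about 37%, limit read from the data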;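 also: 0% = DMSO with enzyme and substrate and 100% = substrate only without enzyme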
Target sequence (P54829 whole entry, looked up): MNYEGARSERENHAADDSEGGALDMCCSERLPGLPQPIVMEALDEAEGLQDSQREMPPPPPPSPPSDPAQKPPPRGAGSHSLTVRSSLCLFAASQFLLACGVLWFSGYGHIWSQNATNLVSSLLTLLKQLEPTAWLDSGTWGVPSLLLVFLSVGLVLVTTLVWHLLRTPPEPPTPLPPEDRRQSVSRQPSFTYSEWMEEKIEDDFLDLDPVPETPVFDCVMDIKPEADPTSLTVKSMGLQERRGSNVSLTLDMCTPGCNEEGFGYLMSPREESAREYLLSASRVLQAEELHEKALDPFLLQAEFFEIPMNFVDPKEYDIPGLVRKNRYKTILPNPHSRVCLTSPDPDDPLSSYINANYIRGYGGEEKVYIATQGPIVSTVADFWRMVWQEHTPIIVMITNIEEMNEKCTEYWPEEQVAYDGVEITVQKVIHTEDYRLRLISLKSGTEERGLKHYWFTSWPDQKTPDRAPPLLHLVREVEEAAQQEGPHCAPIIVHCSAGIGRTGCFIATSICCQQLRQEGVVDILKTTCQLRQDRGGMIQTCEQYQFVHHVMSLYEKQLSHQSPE
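medium = Bis-Tris buffer pH 6.0, 2.5 mM DTT, 0.005% Tween 20 | test system = STEP (striatal-enriched tyrosine phosphatase) enzyme, cell-free | measure = normalized % inhibition | compound dosing = 20 µM, 1% DMSO | also added = 25 µM OMFP | schedule = reaction 20 min, ambient temperature | measured by = fluorescence read at 480 nm ex / 540 nm em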
MsrA inh – inhibitors of bovine MsrA | purified bovine MsrA, absorbance read-out | inhibition, % at 15.5 µM | 0.75% of 360,000 active | AID 651718; in the data active = inhibition above about 4.5%;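 also: 0% = vehicle wells with enzyme and 100% = reference inhibitor wells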
DNMT1 inh – DNMT1 (human) enzyme inhibition; DNMT1 molecular beacon, Hinp1I cleavage, fluorescence; AID 588458; inhibition (reported as % activation of signal), % at 10 µM; 0.83% of 360,000 active; P26358; in the data active = inhibition above about 50%
SUMO1-SIM PPI – alters human SUMO1 binding to SIM partners; P63165; SUMO1 binding to a labelled peptide, TR-FRET, 1 h; inhibition, % at 20 µM; 0.33% of 360,000 active; AID 602429; in the data active = inhibition above about 37%
Target sequence (P63165 whole entry, looked up): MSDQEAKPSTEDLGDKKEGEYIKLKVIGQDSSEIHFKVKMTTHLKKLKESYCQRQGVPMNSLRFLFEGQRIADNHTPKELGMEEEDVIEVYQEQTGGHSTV
TbMetRS inhib – blocks T. brucei methionyl-tRNA synthetase activity. AID 624268. purified T. brucei MetRS, ATP depletion, Kinase-Glo luminescence. 0.4% of 360,000 active. inhibition, % at 11.9 µM;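 active = inhibition above a per-plate cutoff of the control wells' mean inhibition plus 3 SD, cut at about 5.5% in these data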;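 also: 0% = DMSO wells median and 100% = median of wells with control inhibitor compound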
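Measured by: Kinase-Glo luciferase luminescence reporting remaining unconsumed ATP. Material: purified T. brucei MetRS enzyme. Doses: 11.9 µM compound single dose, 0.9% DMSO. Medium: HEPES buffer containing pyrophosphatase, BSA, spermine, DTT. Times: 15 min preincubation, 2 h reaction, all 25 °C. Reagent: methionine, ATP and bulk E. coli tRNA.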
LMPTP inh – LMPTP (human) inhibition; P24666; recombinant LMPTP-A, OMFP fluorogenic substrate, fluorescence intensity; inhibition, % at 20 µM; 0.22% of 360,000 active; AID 651560;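 active = compounds that cut the enzyme signal by at least half of the control window in the single-dose screen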;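 also: plate controls were DMSO wells with enzyme plus substrate for no effect and substrate without enzyme for full effect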
Target sequence (P24666 whole entry, looked up): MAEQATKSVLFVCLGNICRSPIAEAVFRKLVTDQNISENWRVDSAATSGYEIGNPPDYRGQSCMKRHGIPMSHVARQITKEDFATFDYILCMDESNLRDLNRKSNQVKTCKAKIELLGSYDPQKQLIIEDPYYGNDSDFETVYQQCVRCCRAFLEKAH
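test system = LMPTP-A | amount = 0.625 nM LMPTP-A final | reagent = fluorogenic phosphatase substrate OMFP at 400 µM final | incubation = 50 min at room temperature | benchmarks = no-enzyme low control, uninhibited high control | medium = Bis-Tris pH 6.0, DTT, detergent | signal = fluorescence intensity of OMFP turnover product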
NRP1-CendR mod – alters CendR peptide binding to human NRP-1; AID 602438; 0.85% of 360,000 active; FAM-RPARPAR peptide binding to NRP-1, fluorescence polarization; O14786; inhibition, % at 25 µM;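 active = inhibition or corrected inhibition above about 18%, plus a signal ratio from 0.5 to 1.5, limit read from the data, passing the limit was not always enough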; also: strong numbers were not always called active
Active calls of the source: *; · = not tested or not shown. Outcome played no part in choosing rows (roughly 4.3% active in at least one column).

SMILES	Scp1 inh	E coli Lon inh	MsrA act	STEP inh	MsrA inh	DNMT1 inh	SUMO1-SIM PPI	TbMetRS inhib	LMPTP inh	NRP1-CendR mod
CCN(CCCNS(=O)(=O)c1ccc2c(c1)oc(=O)n2C)c1cccc(C)c1	-8.0	1.4	-5.0	-5.0	-0.3	-1.3	-1.8	2.0	-1.1	5.7
COCCCn1c(=O)c2ccccc2n2c(=S)[nH]nc12	-0.9	5.1	9.8*	-2.4	-1.0	-0.4	6.1	0.9	-1.7	-4.8
Oc1ccc(C=NC2CCCCC2)cc1	8.0	5.1	-13.0	-4.0	1.7	-1.1	-0.2	-0.8	-0.1	7.3
O=C(NCC[C@H]1CC[C@H](NS(=O)(=O)c2ccccc2F)[C@@H](CO)O1)c1ccc(F)cc1	·	·	·	·	0.8	·	1.5	-0.8	-1.5	1.6
O=C(Nc1nc(-c2ccc(Cl)s2)cs1)c1ccco1	-12.9	-6.2	-3.3	-0.5	1.5	-10.5	-5.5	0.1	3.0	-7.4
Cc1ccsc1/C=C1\CCC(C2CCCC2)C1=O (centres undefined)	-12.6	20.6	-1.8	5.8	2.6	1.2	-7.4	-0.2	4.2	11.3
CCC(=O)OCc1c(C(F)(F)F)nn(C)c1Sc1ccc(Cl)cc1	-6.8	-6.8	-5.1	0.1	-0.1	6.2	0.3	-0.9	0.9	5.1
O=C(O)c1cccc(COc2ccc(CO)cc2Cl)c1	-10.5	-5.1	-0.6	-4.3	-0.2	7.1	-2.5	-0.3	0.1	-5.8
N#CC(c1nc2ccccc2nc1N1CCCC1)S(=O)(=O)c1cccs1 (centres undefined)	0.2	-34.5	10.0*	-3.1	2.8	-23.9	33.5	0.3	0.8	-63.7
COc1ccc(CNc2oc(COc3ccccc3Cl)nc2C#N)cc1	-8.3	-2.5	0.1	2.6	-1.2	-9.5	-2.2	-0.1	3.2	-6.6
COc1ccc(CC(=O)Nc2cc(S(=O)(=O)N3CCOCC3)ccc2N2CCCC2)c(OC)c1	2.8	-8.3	-9.7	-0.4	-1.0	-0.7	-3.6	-0.4	0.1	2.1
Cc1ccccc1C(NC(N)=O)c1ccccc1 (centres undefined)	-2.0	-6.6	-4.5	-1.2	·	3.2	-1.3	-0.9	0.6	4.4
CCCOc1cc(N)ccc1C(=O)OCCN(CC)CC	-3.8	5.6	-0.9	0.6	-1.2	0.1	1.2	-0.1	-1.9	-11.6
O=C1CSC(c2ccc([N+](=O)[O-])cc2)N1C1CCCCC1 (centres undefined)	-8.7	-0.9	-3.1	0.8	2.2	0.2	-15.0	0.3	0.5	7.7
Cc1nn(C)c(C(=O)Nc2c(C)nn(Cc3c(F)c(F)c(F)c(F)c3F)c2C)c1Br	-8.3	-3.8	-1.6	-1.5	-0.6	1.7	0.2	0.4	1.7	0.0
CCc1nc(SCC(=O)NC2CCCC2)c2oc3ccccc3c2n1	5.1	-6.4	0.2	-4.3	0.2	9.1	-4.4	-0.9	-2.1	-15.5
CNC(=S)NNC(=O)c1oc2nc(-c3ccccc3)cc(C)c2c1N	11.0	6.0	-5.6	0.9	3.4	-5.2	-1.7	-0.4	0.3	-14.3
C[C@@H]1CN([C@@H](C)CO)C(=O)c2cc(Br)cnc2O[C@H]1CN(C)Cc1cccc(C(=O)O)c1	·	-3.0	-2.8	-0.6	2.8	0.7	4.3	0.2	-0.1	-13.8
CC(C)OCCCNC(=O)C(=O)N/N=C/c1ccc(OCc2ccccc2)cc1	-10.8	9.1	-11.8	-4.2	1.3	9.8	3.9	-0.7	0.4	-2.8
Cc1ccsc1/C=C1/NC(=O)N(Cc2ccc(F)cc2)C1=O	3.1	-2.1	-3.6	-0.9	2.2	-1.4	-2.4	-0.6	-0.3	-10.6

Quoted from the entries so far for reference:
SMILES	Scp1 inh	E coli Lon inh	MsrA act	STEP inh	MsrA inh	DNMT1 inh	SUMO1-SIM PPI	TbMetRS inhib	LMPTP inh	NRP1-CendR mod
CCN(CCCNS(=O)(=O)c1ccc2c(c1)oc(=O)n2C)c1cccc(C)c1	-8.0	1.4	-5.0	-5.0	-0.3	-1.3	-1.8	2.0	-1.1	5.7
COCCCn1c(=O)c2ccccc2n2c(=S)[nH]nc12	-0.9	5.1	9.8*	-2.4	-1.0	-0.4	6.1	0.9	-1.7	-4.8
Oc1ccc(C=NC2CCCCC2)cc1	8.0	5.1	-13.0	-4.0	1.7	-1.1	-0.2	-0.8	-0.1	7.3

Sorted by the number under TbMetRS inhib (lowest first): some entries from above.
| Structure | Scp1 inh | E coli Lon inh | MsrA act | MsrA inh | DNMT1 inh | SUMO1-SIM PPI | TbMetRS inhib | LMPTP inh | NRP1-CendR mod |
| --- | --- | --- | --- | --- | --- | --- | --- | --- | --- |
| CCC(=O)OCc1c(C(F)(F)F)nn(C)c1Sc1ccc(Cl)cc1 | -6.8 | -6.8 | -5.1 | -0.1 | 6.2 | 0.3 | -0.9 | 0.9 | 5.1 |
| Oc1ccc(C=NC2CCCCC2)cc1 | 8.0 | 5.1 | -13.0 | 1.7 | -1.1 | -0.2 | -0.8 | -0.1 | 7.3 |
| O=C(O)c1cccc(COc2ccc(CO)cc2Cl)c1 | -10.5 | -5.1 | -0.6 | -0.2 | 7.1 | -2.5 | -0.3 | 0.1 | -5.8 |
| Cc1ccsc1/C=C1\CCC(C2CCCC2)C1=O (centres undefined) | -12.6 | 20.6 | -1.8 | 2.6 | 1.2 | -7.4 | -0.2 | 4.2 | 11.3 |
| CCCOc1cc(N)ccc1C(=O)OCCN(CC)CC | -3.8 | 5.6 | -0.9 | -1.2 | 0.1 | 1.2 | -0.1 | -1.9 | -11.6 |
| Cc1nn(C)c(C(=O)Nc2c(C)nn(Cc3c(F)c(F)c(F)c(F)c3F)c2C)c1Br | -8.3 | -3.8 | -1.6 | -0.6 | 1.7 | 0.2 | 0.4 | 1.7 | 0.0 |

(further entries)
SMILES	Scp1 inh	E coli Lon inh	MsrA act	STEP inh	MsrA inh	DNMT1 inh	SUMO1-SIM PPI	TbMetRS inhib	LMPTP inh	NRP1-CendR mod
CCOc1ccccc1C1C(C(N)=O)=C(C)Nc2nc(-c3cccc(C)c3)nn21 (centres undefined)	0.5	-0.8	-7.6	-1.0	0.7	3.2	1.1	-0.7	0.3	-2.3
Cc1ccc(NC(=O)CSc2nnc(-c3ccccc3C)o2)cc1C	-4.0	0.8	-11.0	4.3	0.3	-7.2	-8.6	-0.3	1.6	10.2
COc1ccc(CC(CC(=O)O)C(=O)Nc2ccc(Cl)c(Cl)c2)cc1 (centres undefined)	-3.7	-6.6	-1.3	1.2	1.7	0.8	20.4	-0.1	1.6	-5.4
CCCn1c(SCC(=O)N2CCCc3ccccc32)nnc1-c1ccccn1	0.0	-2.7	-2.5	1.7	1.2	4.2	2.9	-0.3	-0.9	0.9

Some entries already given, showing only MsrA act, STEP inh and NRP1-CendR mod.
SMILES	MsrA act	STEP inh	NRP1-CendR mod
CCOc1ccccc1C1C(C(N)=O)=C(C)Nc2nc(-c3cccc(C)c3)nn21 (centres undefined)	-7.6	-1.0	-2.3
Cc1ccc(NC(=O)CSc2nnc(-c3ccccc3C)o2)cc1C	-11.0	4.3	10.2
COc1ccc(CC(CC(=O)O)C(=O)Nc2ccc(Cl)c(Cl)c2)cc1 (centres undefined)	-1.3	1.2	-5.4
